TRb SRC2 PPI = qHTS for Inhibitors of the Interaction of Thyroid Hormone Receptor and Steroid Receptor Coregulator 2. Thyroid hormone receptor beta (Homo sapiens), P10828. TRbeta-SRC2 peptide binding, fluorescence polarization; receptor liganded with 1 µM T3. Potency, µM (highest dose often 106 µM), inactives show at the highest dose activity change, negative = inhibition, hits mostly inhibitors. actives 0.065% (n = 280,000). AID 1469, 2008; active = well fitted inhibition curve with a large enough effect; inconclusive = small, poorly fitted or top-dose-only effect, or effect the other way;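 also: plate controls were bound peptide for no effect and peptide without receptor for full effect; nearly all actives have a fitted effect of over 50% in size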
Target sequence (P10828 whole entry, looked up): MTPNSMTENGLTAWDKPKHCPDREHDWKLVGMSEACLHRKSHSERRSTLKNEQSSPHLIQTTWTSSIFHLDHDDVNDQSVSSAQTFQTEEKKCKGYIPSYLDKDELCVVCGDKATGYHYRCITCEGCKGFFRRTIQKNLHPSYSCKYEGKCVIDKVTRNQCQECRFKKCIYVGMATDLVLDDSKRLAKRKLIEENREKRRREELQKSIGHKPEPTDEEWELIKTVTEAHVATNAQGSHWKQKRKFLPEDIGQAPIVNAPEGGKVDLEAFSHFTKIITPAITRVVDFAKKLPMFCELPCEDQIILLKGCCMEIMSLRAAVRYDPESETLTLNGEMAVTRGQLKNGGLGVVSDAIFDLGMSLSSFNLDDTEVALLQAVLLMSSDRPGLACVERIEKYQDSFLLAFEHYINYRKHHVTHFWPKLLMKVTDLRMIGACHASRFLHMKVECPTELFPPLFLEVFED
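Fluorescence polarization of 20 nM Texas Red SRC2 peptide (20-aa NR interaction domain) bound to 0.6 uM human TRb ligand-binding domain, with 1 uM T3, after 5 hr at ambient temperature; inhibition seen as decreased polarization.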
TexasRed fluor = Total Fluorescence Counterscreen for Inhibitors of the Interaction of Thyroid Hormone Receptor and Steroid Receptor Coregulator 2; TRb/SRC2 Texas Red total fluorescence interference; Potency, µM (series often up to 106 µM), inactives show top-dose fluorescence change, negative = quenching; actives 0.29% (n = 280,000); AID 1479, 2009; active = well fitted curve in either direction with a large enough effect; inconclusive = small, poorly fitted or top-dose-only effect
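Human TRb ligand-binding domain at 0.6 uM with 20 nM Texas Red SRC2 peptide in Tris buffer containing 1 uM T3 and 5% DMSO, incubated with compound 5 h at ambient temperature. Total fluorescence (555/632 nm) calculated as parallel + 2 × perpendicular.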
* marks the source's active call; other numbers are inactive results; u = inconclusive; [ ] = remark or other dose. Unless noted, % is scaled to controls: 0 for no effect and ±100 for the full control effect; potency is read from the fitted curve at half-maximal effect. The list is partial; rates above refer to the full screens.

SMILES	TRb SRC2 PPI	TexasRed fluor
CCc1ccc(NC(=O)CSc2nc3c([nH]c4ccccc43)c(=O)n2-c2ccc(C)cc2)cc1	7%	-2%
Cc1ccc(NC(=O)Cn2c(=O)c(C(F)(F)F)nc3ccccc32)cc1C	8%	0%
COc1cccc(NCc2nnc3n2CCCCC3)c1	1%	0%
CCOc1ccccc1NC(=O)NCc1ccc2c(c1)CCN2C(=O)c1ccccc1	-3%	-1%
CCOc1ccc(NC(=O)CN2CCN(CC(=O)Nc3ccc(N(CC)CC)cc3)CC2)cc1	11%	2%
CCOc1ccccc1CNS(=O)(=O)c1cc(-c2onc(C)c2C)ccc1OC	8%	-1%
Cc1cccc(-c2nc(CCNC(=O)c3ccccc3Br)cs2)c1	9%	5%
COc1ccccc1CCNC(=O)C1CCN(c2nc3ccccc3nc2C(F)(F)F)CC1	6%	0%
COc1ccc(-c2c(C)nn3c(C(F)(F)F)cc(C)nc23)cc1OC	3%	-1%
O=C(CCN1N=C(c2ccccc2)CCC1=O)NCCc1ccc(Cl)cc1	-2%	0%
CC(CNC(=O)c1cc2ccccn2n1)c1ccccc1 (centres undefined)	3%	0%
COc1ccc(C)cc1NC(=O)c1cc(S(=O)(=O)N2CCc3ccccc3C2)ccc1F	0%	-7%
CC(C)CCNC(=O)CSc1nc2ccccc2nc1Cc1ccc(Cl)cc1	14%	-2%
Cc1ccc(NC(=O)N2CCN(c3nnc(C)c4c(C)n(-c5ccccc5)nc34)CC2)c(Cl)c1	-5%	1%
CN(C)c1ccc(CNC(=O)CN2C(=O)C3CCCCN3c3ccc(C(=O)N4CCCC4)cc32)cc1 (centres undefined)	6%	-27%
COc1ccc(CNC(=O)C2(c3cccs3)CCOCC2)cc1	-5%	0%
COc1cccc(-c2cc(C(=O)Nc3ccc(F)cc3)[nH]n2)c1	3%	0%
Cc1cc(O)c(C(c2cccc(Cl)c2)N2CCN(c3ccccc3)CC2)c(=O)n1Cc1ccco1 (centres undefined)	13%	-1%
COc1ccc(C2C(=O)N(C3CCC(C)CC3)CC(=O)N2C2CCCCC2)cc1OC (centres undefined)	3%	0%
Cc1cccc(Cn2c(CNS(=O)(=O)c3ccc(C(C)C)cc3)nc3cccnc32)c1	-4%	-1%
COc1cc(OC)cc(C(=O)NCCc2csc(-c3ccc(C(F)(F)F)cc3)n2)c1	4%	-24%
CCCCc1nn2c(=O)cc(COC(=O)c3ccccc3NC(=O)c3ccccc3OC)nc2s1	-6%	-2%
CCC(C)NC(=O)Cn1ccc2cc(S(=O)(=O)N3CCCCC3)ccc21 (centres undefined)	-3%	-4%
CCOC(=O)c1ccc(NC(=O)c2c(NCc3cc(OC)ccc3OC)sc3c2CCC3)cc1	-1%	1%
CCOc1ccccc1CNC(=O)c1ccc(N2Cc3ccccc3Oc3ncccc32)s1	-4%	0%
CCN(Cc1ccccc1)S(=O)(=O)c1ccc2c(c1)CCCN2C(C)=O	2%	-7%
CCOC(=O)c1[nH]c(C)c(CCC(=O)NCc2ccc(OCC)cc2)c1C	-6%	-2%
Fc1ccc(C2=CC(c3ccc(F)cc3)n3c(nc4ccccc43)N2)cc1 (centres undefined)	-1%	2%
O=S1(=O)c2ccccc2N(Cc2cccc(Cl)c2)c2ccccc21	-9%	0%
Cc1ccn2c(=O)cc(COc3ccc(NC(=O)COc4ccc(C)c(C)c4)cc3)nc2c1	-2%	0%
COc1ccccc1CNC(=O)C(=O)NCC(c1ccco1)S(=O)(=O)c1cccs1 (centres undefined)	-9%	0%
Cc1cccc(N(C)C(=O)CCNS(=O)(=O)c2ccc3c(c2)CCN3C(=O)C2CC2)c1	-9%	-3%
Cc1cccc(CCNC(=O)c2ccc(CSCc3cccc(Cl)c3)o2)c1	-3%	-7%
COc1cccc(Nc2sc(C(=O)c3ccc4c(c3)OCO4)c(N)c2S(=O)(=O)c2ccccc2)c1	-3%	-6%
COc1ccccc1CNC(=O)C(=O)NCC(c1ccco1)S(=O)(=O)c1ccc(C)cc1 (centres undefined)	-4%	-2%
Cc1c(C(=O)N2CCC(C)CC2)c(S(=O)(=O)N(Cc2ccccc2)C(C)(C)C)c(C)n1C	2%	-1%
CCc1nn2c(=O)cc(COC(=O)C(c3ccccc3)c3ccccc3)nc2s1	-5%	-4%
CCOc1ccc(N(C)S(=O)(=O)c2ccc3c(c2)C(C)(C)C(=O)N3C)cc1	-7%	-1%
CN(C)c1ccc(C(CNC(=O)c2ccc(C(C)(C)C)cc2)N2CCOCC2)cc1 (centres undefined)	4%	-1%
COC(=O)c1c(NC(=O)c2cc3nc(-c4ccc(OC)cc4)cc(C(F)(F)F)n3n2)sc2c1CCCC2	-1%	1%
Cc1cc(C)c(NC(=O)CSc2nc(=O)[nH]c3c2CCCC3)c(C)c1	0%	1%
COc1ccc(NC(=O)CSc2nnc3c(C)cc4ccccc4n23)cc1	-1%	-2%
CCc1ccc(N2C(=O)CSC23C(=O)N(Cc2cccc(F)c2)c2ccccc23)cc1 (centres undefined)	-5%	1%
COc1cc(OC)c(NC(=O)NCc2ccc3c(c2)CCN3C(=O)c2ccccc2)cc1Cl	6%	-6%
COc1ccc(N2CC(NC(=O)/C=C\c3ccccc3)CC2=O)cc1 (centres undefined)	3%	-1%
CCOC(=O)N1CCC(NC(=O)c2cnn(-c3ccccc3)c2C2CCN(C(=O)OC(C)(C)C)CC2)CC1	-3%	u
CSCCC(NS(=O)(=O)c1ccc2c(c1)oc(=O)n2C)C(=O)N1CCN(c2ccc(F)cc2)CC1 (centres undefined)	-5%	-1%
CCc1cccc(N2C(=O)CSC23C(=O)Nc2ccccc23)c1 (centres undefined)	6%	-1%
CC(=O)N(CCN(C(C)=O)C(C)=O)C(C)=O	4%[201 µM]	-1%[201 µM]
CCSc1nc2ccccc2c(OCc2ccc(Cl)cc2)c1C(=O)OC	-4%	-2%
COc1cccc(CNC(=O)CSc2nnc(C)c3c(C)n(-c4ccccc4)nc23)c1	-6%	-1%
CN(C)c1ccc(CNC(=O)C2CCN(C(=O)c3ccc(-n4ccc5ccccc54)s3)CC2)cc1	-5%	1%
CCc1ccc(CNC(=O)C2CCN(C(=O)c3ccc(-n4ccc5ccccc54)s3)CC2)cc1	0%	-1%
CCn1c(C)c(C)c2cc(C(=O)NCCc3cc(OC)c(OC)c(OC)c3)ccc21	4%	0%
Cc1cc(C)cc(NC(=O)COc2cccc3c(=O)n(C)ccc23)c1	-5%	0%
Cc1ccc2nc(NCc3ccccc3)c3nnnn3c2c1	2%	1%
O=C(Cn1cc(S(=O)(=O)N2CCCC2)c(S(=O)(=O)N2CCCC2)c1)Nc1cccc(F)c1	-1%	-3%
Cc1cc(C)c(S(=O)(=O)N2CCN(Cc3nc4ccc(C)cc4o3)CC2)c(C)c1	6%	-2%
CC1CCCCN1S(=O)(=O)c1cc2c(=O)nc3ccccn3c2cc1Cl (centres undefined)	4%	-3%
CC(CNC(=O)c1cccnc1)NC(=O)c1cccnc1 (centres undefined)	0%	-1%

Other entries
SMILES	TRb SRC2 PPI	TexasRed fluor
Cc1cc2nc(-c3cccc(NC(=O)C(C)C)c3C)oc2cc1C	6%	-2%
CC(=O)c1ccc(NC(=O)c2ccc3c(c2)nnn3C2CCCC2)cc1	-5%	-1%
COC(=O)c1scc(-c2ccccc2)c1S(=O)(=O)Nc1cccc(C)c1C	5%	1%
Cc1ccc(CN2C(=O)c3ccccc3Sc3ccc(C(=O)NCCCN4CCOCC4)cc32)cc1	5%	0%
COc1ccc(-c2cc(C)no2)cc1S(=O)(=O)N1CCN(c2cccc(C)c2)C(C)C1 (centres undefined)	5%	-2%
CCC(=O)C1=C(c2ccc(F)cc2)N(C(=O)CC)n2cnnc2S1	5%	-1%
CCc1nc2ccc(C(=O)NCCc3ccc(OC)cc3OC)cc2nc1CC	5%	-28%
Cc1cc(C)c(S(=O)(=O)N2CCC(N3CCN(Cc4ccccc4)C(=O)C3=O)CC2)c(C)c1	3%	-3%
Cc1c(C(=O)N(C)C)sc2c1c(=O)n(-c1ccccc1C(F)(F)F)c(=O)n2Cc1cccc(F)c1	5%	1%
CC(C)CCNC(=O)c1c[nH]c2ccc(S(=O)(=O)Nc3cccc(C(F)(F)F)c3)cc2c1=O	0%	1%
COc1ccc2c(CNCc3ccco3)c(C(=O)O)n(Cc3cccc(F)c3)c2c1	-3%	0%
CC(=O)c1ccc(NC(=O)C2CCN(S(=O)(=O)c3ccc4c(c3)CCCN4C(=O)C3CCC3)CC2)cc1	-2%	1%
Cc1ccc(S(=O)(=O)N2CCC(n3c(C)nc4cccnc43)CC2)c(C)c1	-6%	0%
Cc1ccc(OCC(=O)OCc2cc(=O)n3nc(C4CCCCC4)sc3n2)cc1C	-3%	-14%
C=Cc1ccc(CN2C(=O)N(c3cccc(Cl)c3)S(=O)(=O)c3ccccc32)cc1	-1%	-1%
O=C(OCc1cc(=O)n2nc(C3CCCCC3)sc2n1)c1ccccc1Cl	0%	-2%
Cc1cc2nc(NC(=O)c3ccc(S(=O)(=O)N4CCOCC4)cc3)sc2cc1C	-4%	-1%
Cc1ccc(NC(=O)C2CCN(S(=O)(=O)c3ccc4c(c3)CCCC(=O)N4)CC2)c(Br)c1	-1%	-4%
COCCNC(=O)Cn1nc(C)c2c(C)n(-c3ccc(C)cc3)nc2c1=O	-1%	2%
COc1ccc(NC(=O)c2cc(S(=O)(=O)N3CCCCC3)cn2C)cc1Cl	2%	-1%
COc1cccc(CNC(=O)Cn2ccc3cc(S(=O)(=O)N4CCCC4)ccc32)c1	-8%	1%
COc1ccccc1NC(=O)CSc1ncc2c(n1)-c1cc(Cl)ccc1N(Cc1ccccc1)S2(=O)=O	7%	0%
Cc1ccc(C)c(N2CCN(CCCNC(=O)c3cnn(-c4ccccc4Cl)c3C3CCN(C(=O)OC(C)(C)C)CC3)CC2)c1	-1%	-2%
COC(=O)c1c(NC(=O)c2cc3nc(-c4ccc(Br)cc4)cc(C(F)(F)F)n3n2)sc2c1CCCC2	-1%	-3%
CC(C)(C)CC(=O)NCC(c1ccc2c(c1)OCO2)N1CCN(c2ccccc2)CC1 (centres undefined)	1%	-3%
COc1ccc(N2CCN(S(=O)(=O)c3ccc4oc(=O)c5ncn(C)c5c4c3)CC2)cc1	-8%	0%
CC(C)NC(=O)c1ccc(NC(=O)N2CCCCc3ccccc32)cc1	-1%	-4%
O=C(OCc1ccco1)c1ccc2c(c1)N(Cc1ccc([N+](=O)[O-])cc1)C(=O)c1ccccc1S2	u	3%
CCCc1nn2c(=O)cc(COC(=O)c3ccccc3NC(=O)COc3ccccc3)nc2s1	2%	-1%
CCOc1ccc(NC(=O)c2c(NCc3cccnc3)sc3c2CCCC3)cc1	-6%	0%
CCOC(=O)c1c(C)[nH]c(CCC(=O)NCc2ccc(OC)cc2OC)c1C	0%	-1%
Cc1ccc(CN2CCCn3nc(C(=O)NCc4cc(C)ccc4C)cc3C2=O)cc1	-4%	0%
CCOC(=O)c1c(NC(=O)CS(=O)(=O)c2ccc(C)cc2)sc2c1CCCCC2	0%	-1%
COC(=O)c1ccc(NC(=O)CN2CCN(S(=O)(=O)c3ccc(Br)cc3)CC2)cc1	5%	0%
COC(=O)c1ccccc1NC(=O)N1CCC(N2CCN(Cc3ccc(F)cc3)C(=O)C2=O)CC1	-5%	0%
CC(COc1ccc(C(C)(C)C)cc1)OS(=O)OCCCl (centres undefined)	-1%[201 µM]	0%[201 µM]
CCOc1cc2c(cc1OCC)C(CC(=O)OC)N(C(=O)Nc1cc(C)cc(C)c1)CC2 (centres undefined)	0%	0%
CCOC(=O)c1c(C)[nH]c(C)c1S(=O)(=O)N1CCC(C(=O)N2CCN(c3cccc(C)c3)C(C)C2)CC1 (centres undefined)	-16%	-59%
Cc1ccc(N2CCN(C(=O)c3c(C)oc4ncn(CC(C)C)c(=O)c34)CC2)c(C)c1	0%	1%
